Source: PubChem BioAssay
RGS4 inh – inhibitors of human regulator of G protein signaling 4; Transcreener GDP fluorescence polarization, RGS4-accelerated GTP hydrolysis; actives 0.039% (n = 390,000); Potency, µM (highest dose often 114 µM), for the others: at the highest dose activity change, negative = inhibition, usual class: inhibitors; further: potency means the concentration at half of the fitted maximal effect; on the % scale 0 is the no-effect control and ±100 the full control effect; nearly all actives have a fitted effect of over 75% in size; some results filed as inactive show a strong effect at the top dose
Target sequence (P49798 whole entry, looked up): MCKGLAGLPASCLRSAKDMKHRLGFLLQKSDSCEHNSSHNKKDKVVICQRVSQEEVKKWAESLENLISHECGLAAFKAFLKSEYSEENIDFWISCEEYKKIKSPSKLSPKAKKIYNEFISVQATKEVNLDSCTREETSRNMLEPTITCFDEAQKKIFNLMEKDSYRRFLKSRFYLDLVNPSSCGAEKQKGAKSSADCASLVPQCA
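MLSMR compounds (23 nl, pin-transferred) preincubated 10 min at room temperature with a 500nM (2x) first reagent, then RGS4 at 900nM (2x) plus Transcreener GDP mix added; fluorescence polarization (620/688 nm) read before and after 90 min at 30 °C.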
USP1-UAF1 inh – inhibitors of human USP1/UAF1 deubiquitinase; AID 743255; recombinant USP1/UAF1, Ub-Rhodamine cleavage fluorescence; O94782; actives 0.23% (n = 390,000); Potency, µM (doses to about 57.1 µM), for the others: at the top dose activity change, negative = inhibition, actives largely listed as inhibitors; further: potency means the concentration at half of the fitted maximal effect; on the % scale 0 is the no-effect control and ±100 the full control effect; nearly all actives have a fitted effect of over 60% in size; inactives centre near -12
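1 nM enzyme complex + cpd, 15 min RT; start with Ub-Rho 150nM final; kinetic fluorescence ex 480/em 540, 6 reads q60 s. Buffer 50mM HEPES pH 7.8, 0.5mM EDTA, 0.1 mg/ml BSA, 1mM TCEP, 0.01% Tween-20.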
TrxR1 substrate – is turned over as a substrate by rat TrxR1. O89049. purified TrxR1 substrate turnover, NADPH consumption readout. Potency, µM (titrated, usually from 114 µM), inactives show at the top dose activity change, negative = substrate turnover. actives 0.01% (n = 390,000); further: potency means the concentration at half of the fitted maximal effect; on the % scale 0 is the no-effect control and ±100 the full control effect; nearly all actives have a fitted effect of over 50% in size
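Rat TrxR1, dispensed at 90 nM, was prereduced with 400 uM NADPH (final) for 5 min at ~22 deg C, then incubated with compound 15 min before 400 uM selenite. A first-read NADPH fluorescence drop versus no-compound background flagged substrates.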
rTrxR1 inhibitor – inhibitors of rat thioredoxin reductase 1. O89049. recombinant rTrxR1, NADPH fluorescence consumption, selenite substrate. Potency, µM (highest dose often 114 µM), without a hit: at the top dose activity change, negative = inhibition, actives largely listed as inhibitors. actives 1% (n = 390,000). AID 588453; further: potency means the concentration at half of the fitted maximal effect; on the % scale 0 is the no-effect control and ±100 the full control effect; nearly all actives have a fitted effect of over 65% in size
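Rat TrxR1 (90 nM in the dispensed reagent) was pre-reduced with 400 uM NADPH for 5 min at room temperature, then incubated with compound for 15 min. After 400 uM selenite was added, NADPH fluorescence (Ex 340/Em 450 nm) was followed for 8 min.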
Vif-A3F inh – inhibitors of Vif-A3F interaction; Potency, µM (highest dose often 46.1 µM), for inactives: top-dose activity, negative = active; HeLa A3F-eYFP + Vif (tagged APOBEC3F with the HIV-1 protein that degrades it), YFP fluorescence increase; AID 602313; actives 0.2% (n = 390,000); further: potency means the concentration at half of the fitted maximal effect; % of control where 0% means no effect; nearly all actives have a fitted effect of over 65% in size
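Fluorescence increase (Ex 488/Em 500-530) after overnight compound treatment at 37 deg C flags inhibition of Vif-driven A3F-eYFP loss in stable HeLa A3F-eYFP/Vif cells seeded overnight beforehand.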
Vif-APOBEC3G blk – Vif-A3G binding inhibition; Q9HC16; HeLa A3G-eYFP + Vif (tagged APOBEC3G with the HIV-1 protein that degrades it), YFP fluorescence, overnight; Potency, µM (top dose mostly 46.1 µM), for inactives: at the highest dose activity, negative = active, hits mostly inhibitors; actives 0.076% (n = 410,000);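 further: potency means the concentration at half of the fitted maximal effect; on the % scale 0 is the no-effect control and ±100 the full control effect; nearly all actives have a fitted effect of over 60% in size; hits raise eYFP signal because A3G escapes Vif-driven loss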
Target sequence (Q9HC16 whole entry, looked up): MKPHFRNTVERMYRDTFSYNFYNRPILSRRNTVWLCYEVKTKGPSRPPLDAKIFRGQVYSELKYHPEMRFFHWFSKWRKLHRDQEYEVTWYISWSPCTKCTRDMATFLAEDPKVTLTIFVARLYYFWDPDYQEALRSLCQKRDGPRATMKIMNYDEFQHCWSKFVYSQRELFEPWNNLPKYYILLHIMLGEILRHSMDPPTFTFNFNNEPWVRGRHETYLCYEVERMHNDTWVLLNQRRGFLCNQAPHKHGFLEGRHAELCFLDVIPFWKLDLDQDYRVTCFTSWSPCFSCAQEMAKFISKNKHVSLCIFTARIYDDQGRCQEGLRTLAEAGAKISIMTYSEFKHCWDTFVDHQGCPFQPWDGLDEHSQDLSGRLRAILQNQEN
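Read-out is eYFP fluorescence (Ex 488/Em 500-530) from Vif-expressing HeLa A3G-eYFP cells; more signal means A3G escaped Vif-mediated degradation. Cells plated overnight, compound pinned in, incubated overnight at 37 deg C.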
LDHA block – LDHA (human) enzyme inhibition; P00338; purified LDHA, NADH/diaphorase-resazurin fluorescence; active compounds read low; actives 0.15% (n = 480,000); activity change, % (values are at about 110 or 230 µM); in the data active means activity change below about -30%; inconclusive means mostly about -25% to -30%;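 further: plate controls were DMSO wells for no effect and wells without enzyme for full effect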
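Human LDH5 at 2 nM final in Tris HCl pH 7.4 with 0.06 mM NADH and 0.2 mM pyruvate, reacted 5 minutes at room temperature. Remaining NADH coupled via diaphorase/resazurin; resorufin fluorescence read at 0 and 20 minutes, normalized to enzyme-free and DMSO wells.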
Glioma ERSR ind – inducers of ER stress response in human glioma cells; U87-MG GRP78 promoter luciferase reporter, 16 h; Potency, µM, without a hit: at the top dose activation, most hits filed as activators; actives 0.02% (n = 420,000); AID 602332; further: potency means the concentration at half of the fitted maximal effect; series mostly up to about 76 µM; % of control where 0% means no effect; nearly all actives have a fitted effect of over 35% in size
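ERSR induction read as luciferase luminescence (Bright-Glo, 10 min at room temperature) in stably transfected human U87-MG glioma cells exposed to compounds for 16 h, using GRP78 as sensor.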
IDH1 R132H inh – human IDH1 R132H inhibition; O75874; actives 0.093% (n = 390,000); IDH1-R132H enzyme, NADPH consumption, diaphorase/resazurin fluorescence; Potency, µM (highest dose often 76.6 µM), for inactives: top-dose activity change, negative = inhibition, actives largely listed as inhibitors; further: potency means the concentration at half of the fitted maximal effect; on the % scale 0 is the no-effect control and ±100 the full control effect; nearly all actives have a fitted effect of over 65% in size
Target sequence (O75874 whole entry R132H, stated change not applied): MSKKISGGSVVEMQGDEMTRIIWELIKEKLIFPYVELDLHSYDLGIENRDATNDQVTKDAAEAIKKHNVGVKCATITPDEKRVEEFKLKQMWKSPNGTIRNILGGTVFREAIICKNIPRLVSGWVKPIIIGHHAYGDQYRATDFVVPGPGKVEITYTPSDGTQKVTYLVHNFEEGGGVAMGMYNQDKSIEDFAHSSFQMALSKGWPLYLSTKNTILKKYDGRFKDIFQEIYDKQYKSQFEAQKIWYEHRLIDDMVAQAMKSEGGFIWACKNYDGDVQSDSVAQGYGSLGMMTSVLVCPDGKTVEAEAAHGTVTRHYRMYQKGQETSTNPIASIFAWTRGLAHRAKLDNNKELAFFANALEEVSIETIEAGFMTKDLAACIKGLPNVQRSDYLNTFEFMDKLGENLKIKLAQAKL
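IDH1-R132H (0.5 ug/mL) preincubated 30 min with compound, then NADPH (0.016 mM) and alpha-KG (2 mM) added; 80 min at RT, pH 7.5. Remaining NADPH coupled via diaphorase/resazurin to fluorescence (540/590 nm); concentration-response curves normalized to no-enzyme control.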
* hit, by the source's call; ? = inconclusive; . = no result given; & = joins results of further samples; [ ] = dose if it differs, or a comment. Unless noted, the call rests on the fitted dose curve; in most records, active means well fitted curve in the direction sought with a large enough effect; inconclusive means small, poorly fitted or top-dose-only effect, or another doubt; inactive means no such curve, though single readings can be large; an effect the other way counts as inactive or inconclusive.

SMILES	RGS4 inh	USP1-UAF1 inh	TrxR1 substrate	rTrxR1 inhibitor	Vif-A3F inh	Vif-APOBEC3G blk	LDHA block	Glioma ERSR ind	IDH1 R132H inh
Cn1ccc(C(=O)NC(=S)N2CCSCC2)n1	-6%	-16%	1%	-22%	-1%	-2%	-1	1%	2%
CCOc1ccc(-c2ccc(SCC(=O)NC3CCCCC3)nn2)cc1	21%	-12%	-11%	-10%	-28%	1%	-8	5%	13%
Cc1nn(-c2ccccc2)c(Cl)c1/C=N/Nc1nc2ccccc2[nH]1	18%	-4%	-7%	12%	-13%	1%	0	7%	-1%
Oc1ccc(C2=NN(c3ccccc3)C(c3ccc(F)cc3)C2)cc1 (stereo not given)	0%	-21%	317%[activator]	?	21%	-24%	4	4%	-15%
COc1ccccc1NC(=O)c1c(C)nc2ccccc2c1C(=O)O	3%	-9%	0%	7%	-9%	1%	-6	0%	18%
COc1ccccc1NC(=O)Nn1cnnc1	38%	7%	-7%	-12%	.	0%	-10	-19%	0%
O=c1c2ccccc2c(C=NCCCN2CCOCC2)c(O)n1Cc1ccc2c(c1)OCO2	10%	-17%	-8%	28%[57.1 µM]	-17%	-2%	-7	-1%	-3%
CCc1cccc(NS(=O)(=O)c2csc(C(N)=O)c2)c1	1%	-15%	10%[57.1 µM]	14%	-9%	4%	-1	-4%	4%
CCNC(=S)N(Cc1ccc2c(c1)OCO2)C1CC(=O)N(c2ccc(F)cc2)C1=O (stereo not given)	-6%	-19%	-11%	8%[57.1 µM]	0%	-3%	5	-4%	7%
CC(NC(=O)CCSc1nc(-c2ccc3c(c2)OCO3)cc(C(F)(F)F)n1)c1ccccc1 (stereo not given)	8%	-6%	32%[activator]	-11%	1%	-7%	-3	-8%	2%
CCc1ccc(Nc2nnc(SCC(=O)Nc3ccc(C(=O)O)cc3)s2)cc1	2%[56.9 µM]	-10%	-2%	-1%	-20%	-2%	-4	-7%	10%
CC[n+]1ccc2cc(OC)c(OC)cc2c1Cc1ccc(OC)c(OC)c1	?	-25%	1%[57.1 µM]	-49%	2%	-2%	4	-4%	2%
CC(=O)N1CCN(C(=O)COc2ccc(N(C)S(=O)(=O)c3cccs3)cc2)CC1	-14%[56.9 µM]	-15%	3%	17%	1%	2%	0&3	-1%	15%
Cc1cc(C)c2c(-n3cccc3)c(C(=O)NNS(=O)(=O)c3ccc(Cl)cc3)sc2n1	6%	-17%	-1%[57.1 µM]	-3%[57.1 µM]	-6%	-1%	1	-2%	-12%
CCn1c(=O)c(C(=O)CN2CCc3ccccc32)c(N)n(Cc2ccccc2)c1=O	-30%	-15%	-9%[57.1 µM]	19%[57.1 µM]	-9%	-4%	4	-4%	6%
Cc1oc(-c2ccccc2Cl)nc1CS(=O)CC(=O)NC1CC1 (stereo not given)	-11%	-24%	7%	8%	-2%	-3%	-2	-5%	15%
CCCC(=O)NCc1ccc2c(c1)cc(C)n2C	1%	-24%	-4%	18%	-4%	6%	5	-2%	0%
CN(CC(=O)O)c1ccc(/C=C/c2ccnc3ccccc23)cc1	.	.	-3%	-1%	.	?	.	4%	.
CN(Cc1ncc[nH]1)C(=O)CC1C(=O)NCCN1Cc1c(F)cccc1Cl (stereo not given)	-8%	-5%	6%	14%[57.1 µM]	7%	0%	-14	0%	5%
Cc1cccc(NC(=O)CCS(=O)(=O)c2cc(Br)cc3c2N(C(=O)C2CC2)CC3)c1C	11%	?	-4%	5%	-1%	2%	-3	-4%	-4%
Cc1ccc(N2CC(NC(=O)C3CC3)CC2=O)cc1 (stereo not given)	-4%	-18%	6%[57.1 µM]	9%[57.1 µM]	7%	-1%	-1	6%	-6%
COc1cccc(OC)c1C(=O)Nc1nc2ccc(S(C)(=O)=O)cc2s1	-27%	-12%	21%	-13%	0%	0%	-11	-5%	14%
CN(C)c1ccc(-c2nn3c(-c4cc(-c5ccccc5)n[nH]4)nnc3s2)cc1	-28%	.	10%	6%	.	0%	-2	-2%	.
FC(F)(F)c1ccc(Cl)c(NC(=S)N/N=C/c2ccccc2Cl)c1	19%	-20%	1%	23%	-10%	-10%	0	-3%	-5%
COc1ccc(C2=NS(=O)(=O)N(C)C(C(=O)NCc3ccccn3)=C2)cc1	2%	-15%	-3%	-5%	4%	-2%	-3	-2%	0%
CC(CN1C(C)CCCC1C)OC(=O)c1cccc(Br)c1 (stereo not given)	-1%	-8%	3%	11%	8%	0%	-4	-3%	9%
CCOC(=O)c1c(-c2ccccc2)csc1NC(=O)c1cc(-c2cccc(Cl)c2)on1	?	14%	-2%	-4%	-3%	2%	-3	-3%	-7%
COCCOc1cc(N(CC(=O)N(C)C)S(=O)(=O)c2ccccc2)c(Cl)cc1Cl	-23%	-16%	-2%[57.1 µM]	-1%[57.1 µM]	6%	2%	-3	0%	7%
O=[N+]([O-])c1ccc2c(c1N1CCCCC1)=NC1(CCCCC1)[N+]=2[O-]	?	-7%	-17%[57.1 µM]	-39%	-9%	-1%	37	-1%	11%
COc1ccc(OC)c(CCNC(=O)Cn2cccc2C(=O)c2ccccc2C)c1	1%	-20%	6%[57.1 µM]	11%[57.1 µM]	?	1%	-9	-1%	4%
CNC(=O)CCCCC(=O)N/N=C/c1ccc(Cl)cc1Cl	4%	-16%	-3%	18%	-16%	2%	-3	2%	-5%
COc1ccc(-c2cc(C(=O)N(C)Cc3nc4ccccc4c(=O)[nH]3)c3ccccc3n2)cc1OC	-18%	-12%	13%[57.1 µM]	24%[57.1 µM]	7%	1%	-1	-2%	0%
Cc1ccc(S(=O)(=O)Nc2ccccc2F)cc1C(=O)NCc1ccco1	-6%	-20%	0%	2%	0%	2%	3	-6%	17%
COc1cc(C(=O)NCCSc2c(-c3ccccc3)[nH]c3ccccc23)cc(OC)c1OC	8%	-14%	13%	20%	0%	-1%	-9	-1%	-15%
O=C(CNc1cccc(C(F)(F)F)c1)Nc1cccc(S(=O)(=O)N2CCCC2)c1	4%	-15%	-11%	0%	-14%	3%	-3	-2%	-12%
O=C(CC(=O)Nc1cccnc1)Nc1cccnc1	16%	?	14%[57.1 µM]	14%[57.1 µM]	-2%	2%	-7	1%	2%
COc1ccccc1NC(=O)c1nnn(CC(=O)Nc2cccc(SC)c2)c1N	-2%	-17%	15%	15%[57.1 µM]	3%	-1%	-4	8%	0%
CCOC(=O)C1CCN(S(=O)(=O)c2ccc(OC)c(C(=O)N3CCCCC3)c2)CC1	13%	-14%	12%[57.1 µM]	49%[57.1 µM]	5%	1%	-10	-1%	0%
N#CCC(=O)N/N=C/c1c2ccccc2cc2ccccc12	16%	-17%	1%	1%	-7%	-1%	-2	-3%	3%
CC1(C)NC(=O)N(CCCCOc2ccc(Cl)cc2)C1=O	-20%	-3%	2%	5%	-2%	2%	4	0%	3%
CCC(C)Oc1cc(-c2ccnc(Nc3cccc(Cl)c3)n2)ccn1 (stereo not given)	?	?	-2%	14%	0%	-13%	-1	-4%	9%
COc1cc(-c2nnc(SCC(=O)c3ccccc3)o2)cc(OC)c1OC	10%	-19%	6%	2%	-6%	-15%	-3	-1%	5%
COC(=O)CC1C(=O)NCCN1C(=S)NC(=O)c1ccccc1[N+](=O)[O-] (stereo not given)	12%	-4%	2%[57.1 µM]	-5%[57.1 µM]	-5%	-1%	-6	-4%	-4%
CC12CCC(C(=O)Nc3cccc(Cl)c3Cl)([C@H](Br)C1=O)C2(C)C (stereo not given in full)	3%	-18%	-7%	-10%	1%	-5%	-7	-3%	0%
N#Cc1ccccc1OCC(=O)N1CCN(c2ccccc2F)CC1	-14%	-25%	5%	12%	-6%	3%	-2	2%	11%
Cc1ccc2nc(NC(=O)CN3C(=O)C4CC=CCC4C3=O)sc2c1 (stereo not given)	6%	0%	-14%[57.1 µM]	-3%[57.1 µM]	0%	-3%	2	4%	-8%
C=CCn1c(SCC(=O)N(C)CC(=O)Nc2ccc(C)cc2)nnc1-c1ccncc1	-10%	-15%	11%	29%	5%	0%	0	1%	14%
O=C(NCc1nnc(SCC(=O)N2CCCCC2)o1)c1ccc(F)cc1	-15%	-15%	-3%	-6%	7%	1%	-4	-3%	0%
COCCNC(=O)/C(C#N)=C/c1c(N2CCN(C)CC2)nc2c(C)cccn2c1=O	5%	-24%	37%[activator][57.1 µM]	39%[activator][57.1 µM]	5%	2%	-2	-1%	3%
O=C(COC(=O)C1CCN(S(=O)(=O)c2ccc3c(c2)OCCO3)CC1)Nc1cc(C(F)(F)F)ccc1Cl	-10%	-3%	-9%	10%	-1%	-4%	-8	-3%	4%
COc1cc2cc(C[C@H](C)O)oc(=O)c2cc1OC	17%	14%	12%[57.1 µM]	17%	4%	-5%	-7	5%	-10%

These rows are one share of the data; the hit share may differ from the screen's.
